Screening results as filed in PubChem BioAssay.
HIF-2a inh = HIF-2a reporter inhibitors, primary screen, luminescence, 786-0 RCC cells | 786-0 RCC cells HIF-2a reporter, luciferase luminescence, overnight | inhibition, % at 18.8 µM | 360,000 compounds, 0.72% hits | AID 624352, 2012;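 active means inhibition of the luminescence signal of 40% or more relative to plate controls, in a single-dose primary screen at 18.75 µM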
CF NFkB block = inhibitors of PAF-induced NF-kB signaling, primary screen, cell-based, GFP fluorescence, uHTS; inhibition, % at 5 µM; 360,000 compounds, 0.86% hits; KKLEB NF-kB-GFP reporter, GFP fluorescence overnight;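 active means at least 50% inhibition at 5 µM, scaled per plate between neutral and stimulator controls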;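 further: PAF is a Pseudomonas aeruginosa culture filtrate used as stimulus; plate controls were PAF-stimulated DMSO wells for no effect and unstimulated DMSO wells for full effect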
TWEAK Fn14 block = inhibitors of TWEAK-Fn14 signaling, primary screen, luciferase reporter cells, uHTS; TWEAK-stimulated Fn14 reporter cells, luciferase luminescence, 8 h; 360,000 compounds, 2% hits; inhibition, % at 10 µM; AID 1159606, 2016; in the data active means inhibition above about 50%
Shn3 3UTR inh = reduction of Shn3 3'UTR firefly luciferase signal, primary screen, Schnurri-3 inhibitor project, cell-based, Clone20 osteoblasts, set 2. Clone20 osteoblast Shn3 3'UTR firefly luciferase, 24 h. inhibition, % at 12.5 µM. 360,000 compounds, 0.52% hits. AID 588674, 2011;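 active means mean inhibition of at least 75% with every replicate also reaching 75%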;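 further: 0% = median of neutral control wells and 100% = pilot-screen positive control compound; some compounds past the cut are filed as inactive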
C8 TRAIL sens = viability loss with TRAIL in NB7+C8 cells, primary screen, TRAIL sensitizer project, cell-based, ATPlite luminescence. inhibition (viability loss, TRAIL sensitization), % at 10 µM. AID 624354, 2012. 360,000 compounds, 1% hits;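 active means compounds causing at least 50% loss of cell viability in the single-dose screen, relative to plate controls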
TROY signal inh = inhibitors of TROY-driven NF-kB signaling, primary screen, Q293 LMP1-TROYcd cells, NF-kB luciferase, uHTS; Q293 LMP1-TROYcd NF-kB luciferase reporter, 4 h; inhibition, % at 10 µM; 360,000 compounds, 0.98% hits;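 active means compounds whose plate-normalised and pattern-corrected inhibition of the luciferase reporter signal at the single screening dose is 50% or more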
NR2E3 ag-1 = NR2E3 agonists in two-hybrid cells, primary screen, cell-based, luminescence, CHO-S, Gal4-NCOR/VP16-NR2E3 | AID 602229, 2012 | luciferase | 360,000 compounds, 0.35% hits | inhibition of corepressor binding, % at 3.98 µM;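 active means inhibition above the mean of all tested compounds plus 3 SD, cut at about 70% in these data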;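 further: 0% = DMSO with NR2E3 transfected cells and 100% = cells lacking NR2E3 construct; higher means lower luciferase signal from less NR2E3 corepressor binding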
Target sequence (Q9Y5X4 whole entry, looked up, the tested form may be a part): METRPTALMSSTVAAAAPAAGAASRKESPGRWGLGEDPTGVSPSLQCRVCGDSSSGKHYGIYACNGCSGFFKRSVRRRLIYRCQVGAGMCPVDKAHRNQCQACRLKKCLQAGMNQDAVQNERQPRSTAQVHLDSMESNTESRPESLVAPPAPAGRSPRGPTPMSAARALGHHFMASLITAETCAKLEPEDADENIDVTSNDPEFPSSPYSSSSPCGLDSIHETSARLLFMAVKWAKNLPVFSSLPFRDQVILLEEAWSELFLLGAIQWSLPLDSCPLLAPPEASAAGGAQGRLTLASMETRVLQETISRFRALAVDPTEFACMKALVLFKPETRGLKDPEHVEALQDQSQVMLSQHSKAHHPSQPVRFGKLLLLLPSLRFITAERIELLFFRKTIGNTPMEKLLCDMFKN
MITF TRPM1 inh = inhibitors of MITF-dependent TRPM1 promoter reporter, primary screen, cell-based, SK-MEL-5, single point, luciferase; SK-MEL-5 TRPM1 promoter luciferase, 24 h; inhibition, % at 12.5 µM; 330,000 compounds, 0.83% hits; AID 488899, 2010;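 active means mean inhibition across replicates of 60% or more, whatever share of single replicates reaches that level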; further: values of inactives mirror those of a sister screen read the other way
KKLEB cytotox = cytotoxicity in KKLEB CF airway cells, primary screen, cytotoxicity control for CF NF-kB inhibitor project, cell-based, uHTS, fluorescence assay plates | activity change (cytotoxicity), % at 5 µM | 360,000 compounds, 0.36% hits | AID 602141, 2011 | KKLEB CF airway cells viability, ATPlite luminescence, overnight; stronger effect = lower value; cells stimulated with P. aeruginosa culture filtrate;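 active means corrected activity change at or below -50% at 5 µM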
NR2E3 ag-2 = inhibitors of NR2E3-RetCOR corepressor binding, primary screen, NR2E3 agonist project, biochemical, TR-FRET, GST-NR2E3, biotin-RetCOR; Photoreceptor-specific nuclear receptor (Homo sapiens), Q9Y5X4; 1536-well; inhibition of corepressor binding, % at 4.78 µM; 320,000 compounds, 0.12% hits; AID 2300, 2010;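 active means percent inhibition above the cutoff of mean plus 3 SD of all tested compounds, set per screening campaign, cut at about 20% in these data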;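 further: 0% = DMSO wells and 100% = biotin wells as full block of FRET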
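Material – GST-tagged NR2E3 plus biotinylated RetCOR corepressor · Quantity – NR2E3 fusion 1.35 nM · Times – 5 h incubation at 4 °C · Medium – pH 7.5 Tris-based buffer · Technique – TR-FRET, Eu(K)-anti-GST donor, streptavidin-D2 acceptor, ex 340, em 617/671 nm · Benchmarks – high control biotin, low control 0.6% DMSO · Format – 1536-well plates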
Peg3 promoter = Peg3 promoter-driven luciferase inhibitors, primary screen, cell-based, HeLa, luciferase luminescence | HeLa PEG-Prom luciferase reporter, overnight | inhibition, % at 20 µM | 360,000 compounds, 1.7% hits;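 active means inhibition of at least 50% at 20 µM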
* hit, by the source's call; x = no result given. An excerpt. The share of hits here may be higher or lower than overall.

SMILES	HIF-2a inh	CF NFkB block	TWEAK Fn14 block	Shn3 3UTR inh	C8 TRAIL sens	TROY signal inh	NR2E3 ag-1	MITF TRPM1 inh	KKLEB cytotox	NR2E3 ag-2	Peg3 promoter
CC12CC(O)C3c4ccc(O)cc4CCC3C1CCC2=O (configuration not stated)	17	-10	-6	85	-1	14	14	-2	10	0	-2
Cc1cc(C(=O)NC(CC(C)C)C(=O)O)cc(C)c1[N+](=O)[O-] (configuration not stated)	12	2	-5	-31	1	8	-35	-2	-12	1	-1
O=C1c2ccccc2NC(c2ccc([N+](=O)[O-])cc2)N1O (configuration not stated)	24	-10	-4	26	3	-9	-14	11	5	4	12
Cc1ccc(NC(=O)CCNS(=O)(=O)c2ccc3c(c2)CCC(=O)N3)c(Br)c1	-5	-6	-12	16	4	-10	-16	x	15	6	12
Cc1ccc(C(C)C)c(OCC(=O)NN=C2CCCC2)c1	12	1	-10	5	-6	-1	-4	2	-6	-1	-5
CC(C)CCNC(=O)NC(=O)COC(=O)c1cc(S(=O)(=O)N2CCOCC2)ccc1N1CCCCC1	10	8	-4	31	24	-24	14	-13	-22	2	-6
CCOC(=O)N1CCN(c2ccc(C(F)(F)F)cn2)CC1	-43	2	4	11	-3	-16	2	-14	-11	1	-29
COC(=O)c1cc(NC(=O)CC2CCCC2)cc(C(=O)OC)c1	-6	-3	44	14	-30	-3	-7	-4	0	-1	21
NC(=O)C1CCN(C(=O)CCC(=O)c2ccc(Br)cc2)CC1	-5	-10	-14	1	0	-2	-12	-1	16	2	-9
Cc1cccc(N(CC(=O)NC2CCCC2)C(=O)CCCC(=O)Nc2ccccn2)c1	0	-8	19	-2	-7	-5	5	-5	0	1	8
COc1ccc(Cc2c(O)nc(SCC(=O)N3CCCCCC3)[nH]c2=O)cc1	-15	-2	6	8	4	-6	-7	5	8	1	2
O=C(O)CCC(=O)N1CCc2cc(S(=O)(=O)N3CC=C(c4ccccc4)CC3)ccc21	8	-17	14	-15	7	2	-2	15	11	1	11
CC(C)N(C(=O)[C@H]1CC(CC(=O)NCc2cccc(C(F)(F)F)c2)C(=O)N2CCc3c([nH]c4ccccc34)[C@]12C)C(C)C (some centres not stated)	10	24	39	14	20	23	8	35	-11	x	68*
CCC[C@@H](CN1CCC[C@H]1CN1C(N)=NC[C@H]1CC(C)C)N1C[C@@H]([C@H](C)CC)N(CCCC2CCCC2)C1=N	-2	-10	19	21	-4	0	-29	-5	-7	x	-22
COc1ccc(C(=O)CSc2nnc(CNc3ccc(C)cc3C)n2Cc2ccco2)cc1	7	6	16	46	-7	-1	-33	19	2	3	23
C=CCn1c(SCC(=O)N(CC)C2CCS(=O)(=O)C2)nnc1-c1ccccc1 (configuration not stated)	8	-15	-1	11	-5	2	-14	-4	1	-1	-6
Clc1ccccc1N=C1SCCS1	-6	-5	10	10	-4	-11	23	x	-5	1	-9
O=C(CN1CCC(n2nnc3cc(F)ccc32)CC1)N1CCCc2ccccc21	24	9	4	5	10	-8	5	19	-17	2	30
CC1(c2ccc3ccccc3c2)NC(=O)N(CC(=O)O)C1=O (configuration not stated)	13	-23	2	-24	-4	3	6	-3	21	-1	1
Cc1cc([N+](=O)[O-])cc2c1NC(=O)C2(O)N1CCCCCC1 (configuration not stated)	12	11	21	8	7	-7	-13	15	-1	1	5
O=C(COC(=O)c1ccccc1Br)Nc1ccc2[nH]c(=O)[nH]c2c1	22	-1	-10	16	16	-9	-17	11	-8	6	23
CCCCN(CC)S(=O)(=O)c1ccc(C(=O)N(CCCN(C)C)c2nc3cc(C)cc(C)c3s2)cc1	21	8	-46	11	-1	17	-20	79*	-24	1	103*
CCOC(=O)C1CCN(C(=O)CNS(=O)(=O)c2ccc(Br)s2)CC1	4	3	-5	-25	-16	-4	-20	-8	2	-1	17
CCN(C(=O)COC(=O)CNC(=O)c1ccc2ccccc2c1)C1CCS(=O)(=O)C1 (configuration not stated)	-1	10	2	-10	3	12	-13	2	-7	8	11
COc1ccc(OC)c(C(=O)NC(CC(N)=O)c2ccc(NCc3ccc(F)c(F)c3)c([N+](=O)[O-])c2)c1 (configuration not stated)	20	6	-27	5	0	1	-37	-5	-11	0	9
CC1CCc2c(C(=O)Oc3cccc(-n4cnnn4)c3)csc2C1 (configuration not stated)	-9	8	10	-20	8	16	-46	-2	-17	-4	-21
C=CCn1c(N)c(C(=O)Nc2ccc(C)c(C)c2)c2nc3ccccc3nc21	-28	-3	21	9	-4	-17	6	-20	3	-6	-2
O=C(NCCCOc1ccc([N+](=O)[O-])cc1Cl)OCc1ccccc1	-8	-14	-40	4	-8	10	1	-3	3	x	8
Cc1noc(C)c1COc1ccc(C(=O)Nc2nnc(CC(C)C)s2)cc1	-4	6	10	29	3	6	6	5	-14	0	-6
O=C(CSc1nnc2c(n1)[nH]c1ccccc12)NCc1ccccc1F	-4	-7	0	18	-7	-10	-11	7	7	2	10
O=C(NC(Cc1c[nH]c2ccccc12)C(=O)OCC(=O)c1cccc2ccccc12)c1cccs1 (configuration not stated)	12	8	35	-6	6	6	-24	4	2	-3	7
CCOC(=O)C1CCN(C(=O)COC(=O)CNC(=O)c2sc3ccccc3c2Cl)CC1	7	3	7	-5	-5	0	4	4	0	6	7
O=C(CCc1nc2ccccc2[nH]1)Nc1ccc2c(c1)OCO2	-111	-3	-29	-3	16	-30	-43	-7	1	-4	-88
Cc1nnc(NC(=O)CSc2nnc(Cc3cccn3C)n2CCc2ccccc2)s1	-7	-12	-9	2	-2	4	3	-13	-7	-1	4
CCc1nc(CNC(=O)C2CCC(=O)N(Cc3ccccc3F)C2)no1 (configuration not stated)	8	4	23	-11	2	-10	2	1	11	x	1
O=C(N/N=C/c1ccc(O)cc1)c1csc2c1CCCC2	-129	-5	-26	-33	23	-57	-33	-25	8	-1	-142

Complete entries, quoted from the list. Values in the order: HIF-2a inh	CF NFkB block	TWEAK Fn14 block	Shn3 3UTR inh	C8 TRAIL sens	TROY signal inh	NR2E3 ag-1	MITF TRPM1 inh	KKLEB cytotox	NR2E3 ag-2	Peg3 promoter
`O=C(CSc1nnc2c(n1)[nH]c1ccccc12)NCc1ccccc1F` as listed: -4	-7	0	18	-7	-10	-11	7	7	2	10
`CCOC(=O)C1CCN(C(=O)COC(=O)CNC(=O)c2sc3ccccc3c2Cl)CC1` as listed: 7	3	7	-5	-5	0	4	4	0	6	7
`O=C(N/N=C/c1ccc(O)cc1)c1csc2c1CCCC2` as listed: -129	-5	-26	-33	23	-57	-33	-25	8	-1	-142

Further records:
SMILES	HIF-2a inh	CF NFkB block	TWEAK Fn14 block	Shn3 3UTR inh	C8 TRAIL sens	TROY signal inh	NR2E3 ag-1	MITF TRPM1 inh	KKLEB cytotox	NR2E3 ag-2	Peg3 promoter
CCCOc1ccccc1NC(=O)c1ccc([N+](=O)[O-])cc1	-4	2	-10	14	-13	-21	4	10	4	1	-22
Nc1nc(-c2c(Cl)cccc2Cl)no1	17	4	-3	-2	10	-9	-31	-7	1	-1	11
COc1ccc(C(=O)c2c3ccc([N+](=O)[O-])cc3[n+]([O-])n2CCCC(N)=O)cc1	6	-24	-9	8	-4	-43	34	23	4	1	9
CN(CCC#N)C(=O)CSc1nnc(-c2ccco2)n1N	2	20	9	5	-6	3	-9	11	-18	-2	7
C[C@H](CO)N1C[C@H](C)[C@@H](CN(C)Cc2ccc(Cl)c(Cl)c2)Oc2c(NC(=O)Cc3ccccc3)cccc2C1=O	6	8	30	9	9	47	-28	4	3	x	44
CC(=O)c1cccc(NC(=O)Cn2cc3c(n2)CCCC3)c1	8	11	-5	-13	-3	-14	-17	x	-11	2	-1
COC(=O)c1ccc(OCC(O)Cn2nnc3ccccc32)cc1 (configuration not stated)	-130	-10	1	-30	3	-34	-49	-36	-3	-1	-96
Cc1csc(SCC(=O)N2CCN(S(=O)(=O)c3ccc(Cl)cc3)CC2)n1	15	11	-11	0	-8	-2	6	-1	1	3	12
COc1ccc(Cl)cc1NC(=O)CN(c1ccccc1)S(=O)(=O)N(C)C	20	-14	4	4	-9	-28	-18	-2	6	-4	31
O=C(Nc1ccc(-n2nncc2-c2ccco2)cc1)c1cccc(F)c1	-31	0	20	-5	8	-25	-4	-15	3	-5	9
CC1=C(C(=O)N(C(C)C)C(C)C)CC(CC(=O)NC(c2ccccc2)c2ccccc2)C(=O)N1CCC1=CCCCC1 (configuration not stated)	-9	13	33	10	3	46	14	x	-23	x	4
C=CCN(c1ccccc1)S(=O)(=O)c1cccc(C(=O)NCC(c2ccc(F)cc2)N2CCOCC2)c1 (configuration not stated)	-2	2	-5	-6	-3	-25	0	12	-7	0	5
CCNC(=S)NNC(=O)c1csc2c1CCC(C)C2 (configuration not stated)	-77	-3	-24	-5	-10	-14	-17	-11	5	-2	-66
COC(=O)CN1C(c2ccccc2O)Nc2ccc(Br)cc2C1c1ccccc1 (configuration not stated)	22	3	11	-16	15	-6	19	-1	-4	1	3
CCCCNC(=O)C1CCN(S(=O)(=O)N2CCCCCC2)CC1	13	-10	-6	0	27	9	-12	-6	-1	-2	11
CC1(C)Cc2c(c(N3CCCC3)nc3sc4c(N5CCN(CCO)CC5)ncnc4c23)CO1	0	18	-28	-1	1	4	-19	-5	-31	-3	28
CCC(C)NC(=O)C1c2cc(OC)c(OC)cc2C(=O)N(C)C1c1ccc(OC)cc1 (configuration not stated)	11	3	-4	0	-8	5	-9	-1	-14	3	0
CC(C)CCN1C(=O)c2ccccc2C1c1nnnn1C(C)C (configuration not stated)	-3	x	-4	x	3	7	0	x	x	x	x
CCC(C)N(C(=O)COC(=O)c1nc2nc(C)cc(C)n2n1)C1CCS(=O)(=O)C1 (configuration not stated)	8	-9	3	-12	5	-16	-13	4	4	-1	-7
CCc1cccc(NC(=O)c2cccc3c2C(=O)N(C2CCCCC2)C3)c1	-12	-1	-19	17	-34	-2	-22	1	-4	-3	2
COc1ccccc1/C=C(/NC(=O)c1ccc(Cl)cc1Cl)C(=O)O	4	-27	4	-8	-1	3	18	6	10	6	-7
COc1cc(NC(=S)N2CCN(CCO)CC2)cc(OC)c1	14	-1	-1	-3	-11	7	-12	8	0	-1	-1
